# Assay outcomes as filed in PubChem BioAssay.
# AMA1-RON2 inh = AMA1-RON2 (P. falciparum) interaction inhibition; hit rate 0.2% among 360,000; Potency, µM (highest dose often 58.2 µM), without a hit: at the top dose activity change, negative = inhibition, usual class: inhibitors; AlphaScreen AMA1-biotinylated RON2 peptide binding;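 further: potency means the concentration at half of the fitted maximal effect; 0% = vehicle wells and -100% = peptide control; nearly all actives have a fitted effect of over 45% in size; some results filed as inactive show a strong effect at the top dose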
#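 AMA1 (3D7) with his tag at 25 nM final met compounds first, then biotinylated RON2 peptide at 25 nM; detection used donor plus acceptor beads, 10 µg/mL apiece, read by AlphaScreen after 30 min at room temperature.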
# LmPK inh = blocks Leishmania mexicana pyruvate kinase activity. purified LmPK, Kinase-Glo ATP luminescence, 1 h. Potency, µM (highest dose often 57.5 µM), without a hit: top-dose activity change, negative = inhibition, actives largely listed as inhibitors. hit rate 0.37% among 290,000. AID 1721; further: potency means the concentration at half of the fitted maximal effect
# Target sequence (Q27686 whole entry, looked up): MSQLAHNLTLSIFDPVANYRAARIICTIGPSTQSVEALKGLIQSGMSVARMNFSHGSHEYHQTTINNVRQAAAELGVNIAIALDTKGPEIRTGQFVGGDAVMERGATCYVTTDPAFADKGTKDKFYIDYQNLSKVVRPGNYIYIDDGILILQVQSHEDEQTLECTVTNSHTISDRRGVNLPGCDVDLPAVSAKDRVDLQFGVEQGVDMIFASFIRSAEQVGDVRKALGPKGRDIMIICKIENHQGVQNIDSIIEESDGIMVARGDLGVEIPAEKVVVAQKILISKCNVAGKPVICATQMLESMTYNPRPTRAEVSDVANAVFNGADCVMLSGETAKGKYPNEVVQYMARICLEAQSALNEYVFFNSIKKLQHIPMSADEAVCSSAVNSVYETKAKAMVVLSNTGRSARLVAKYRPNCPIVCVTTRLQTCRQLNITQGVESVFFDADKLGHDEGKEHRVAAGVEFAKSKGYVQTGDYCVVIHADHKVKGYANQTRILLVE
#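 In 50 mM imidazole pH 7.2 with 7 mM MgCl2, LmPK (0.1 nM) turned over PEP (0.5 mM) and ADP (0.1 mM) for 1 h at room temperature. Luciferase read-out of ATP.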
# AmpC inh no detg = blocks E. coli AmpC beta-lactamase in detergent-free assay; hit rate 0.52% among 330,000; AID 485341; Potency, µM (highest dose often 57.1 µM), for the others: top-dose activity change, negative = inhibition, usual class: inhibitors; AmpC nitrocefin hydrolysis, absorbance 480 nm, 0.0001% Triton; P00811;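 further: potency means the concentration at half of the fitted maximal effect; plate controls were no compound for no effect and no enzyme for full effect; nearly all actives have a fitted effect of over 20% in size; some results filed as inactive show a strong effect at the top dose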
# Target sequence (P00811 whole entry, looked up): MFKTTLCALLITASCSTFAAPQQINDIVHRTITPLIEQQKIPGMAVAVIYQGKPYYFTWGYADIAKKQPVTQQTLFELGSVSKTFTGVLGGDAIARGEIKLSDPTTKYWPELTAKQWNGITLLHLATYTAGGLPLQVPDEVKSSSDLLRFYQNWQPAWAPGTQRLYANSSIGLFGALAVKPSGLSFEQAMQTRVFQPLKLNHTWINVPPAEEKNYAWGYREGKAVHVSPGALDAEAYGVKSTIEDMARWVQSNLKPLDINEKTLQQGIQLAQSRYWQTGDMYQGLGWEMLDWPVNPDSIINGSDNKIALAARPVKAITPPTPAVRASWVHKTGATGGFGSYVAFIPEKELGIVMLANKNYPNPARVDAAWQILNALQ
#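 AmpC (5.3 nM in the dispensed reagent) in 20 mM phosphate pH 7.0 with 0.01% (detergent screen) or 0.0001% Triton X-100 was preincubated with compounds for 15 min at room temperature. Nitrocefin was then added from an 800 uM solution, and hydrolysis was followed at 480 nm.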
# TbPYK inhibitor = blocks Trypanosoma brucei pyruvate kinase; Potency, µM (doses to about 76.8 µM), inactives show top-dose activity, negative = inhibition, usual class: inhibitors; AID 624173; Q57TT1; TbPYK enzyme, Kinase-Glo Plus ATP luminescence, 45 min; hit rate 0.12% among 410,000; further: potency means the concentration at half of the fitted maximal effect; nearly all actives have a fitted effect of over 50% in size
#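 ADP (130 uM final) triggers the TbPYK reaction after compound addition; incubation is 45 min at room temperature. Kinase-Glo Plus is then added and luminescence imaged. Normalized data are fitted to concentration-effect curves.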
# AmpC detergent = AmpC beta-lactamase inhibition with detergent present; P00811; AmpC hydrolysis of nitrocefin, absorbance 480 nm, 0.01% Triton; Potency, µM (series often up to 114 µM), inactives show at the highest dose activity change, negative = inhibition, actives largely listed as inhibitors; hit rate 0.041% among 370,000;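 further: potency means the concentration at half of the fitted maximal effect; 0% = no-compound wells and -100% = no-enzyme wells; nearly all actives have a fitted effect of over 25% in size; some results filed as inactive show a strong effect at the top dose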
#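 20 mM phosphate pH 7.0 + 0.01% (detergent screen) or 0.0001% Triton X-100; 5.3 nM AmpC reagent; cpd preinc 15 min RT; nitrocefin (800 uM stock) to start; A480 q20 s × 4 min; Activity was normalised to no-enzyme and no-compound control wells.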
# HCV inhibitor = blocks hepatitis C virus; AID 651820; Potency, µM (doses to about 41.8 µM), without a hit: top-dose activity change, negative = inhibition, most hits filed as inhibitors; Huh7.5.1 HCVcc-Cre infection, luciferase reporter, 44 h; hit rate 3.4% among 340,000; further: potency means the concentration at half of the fitted maximal effect
#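 HCVcc-Cre virus at an moi near 0.5 was added right after compound to cells cultured 4 h from seeding (1,000 cells/well). Luciferase activity was determined 44 h later, 15 min after substrate addition at RT.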
# HCMV antiviral = human cytomegalovirus inhibition; activity change, negative = inhibition, % at 57.5 µM; HFF cells, HCMV-luciferase reporter, 72 h; stronger effect = lower value; hit rate 4.5% among 410,000; AID 1259415; in the data active means activity change below about -60%; inconclusive means no clear call, values can overlap the other calls; inactive means above about -39%
#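 Human foreskin fibroblasts infected with luciferase-reporter HCMV at MOI 1 PFU/cell, compounds at two doses. Luciferase measured 72 h post infection; normalized to buffer-only basal and Salinomycin (10uM) controls.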
# Active calls of the source: *; ? = inconclusive; nt = not tested or not shown; & = joins results of further samples; ! = repeats disagree; [ ] = another dose, or the depositor's remark. Unless noted, the call rests on the fitted dose curve; in most records, active means well fitted curve in the direction sought with a large enough effect; inconclusive means small, poorly fitted or top-dose-only effect, or another doubt; inactive means no such curve, though single readings can be large; an effect the other way counts as inactive or inconclusive. Unless noted, on the % scale 0 is the no-effect control and ±100 the full control effect.
# The opening 4 compounds, ahead of the listing:
SMILES,AMA1-RON2 inh,LmPK inh,AmpC inh no detg,TbPYK inhibitor,AmpC detergent,HCV inhibitor,HCMV antiviral
CCN(c1ccccc1)S(=O)(=O)c1cccc(C(=O)NCC(c2cccs2)N2CCOCC2)c1 (stereo not drawn),5%,nt,123%[activator],-8%,0%,?,-29
COCCCNC(=O)CCCN1C(=O)CCn2nc(-c3cn(C)c4ccccc34)cc21,nt,nt,nt,4%,13%,nt,10
COc1ccc(/C=C/C(=O)Oc2ccc(/C=N/NC(=O)c3ccccc3)cc2)cc1OC,6%,2%,-36%,1%,?,2%,39
O=C(Nc1cccnc1)c1ccc2ccccc2c1O,5%,-8%,-19%,0%,-1%,8%,135

# This part in full, from the first entry:
SMILES,AMA1-RON2 inh,LmPK inh,AmpC inh no detg,TbPYK inhibitor,AmpC detergent,HCV inhibitor,HCMV antiviral
CCN(c1ccccc1)S(=O)(=O)c1cccc(C(=O)NCC(c2cccs2)N2CCOCC2)c1 (stereo not drawn),5%,nt,123%[activator],-8%,0%,?,-29
COCCCNC(=O)CCCN1C(=O)CCn2nc(-c3cn(C)c4ccccc34)cc21,nt,nt,nt,4%,13%,nt,10
COc1ccc(/C=C/C(=O)Oc2ccc(/C=N/NC(=O)c3ccccc3)cc2)cc1OC,6%,2%,-36%,1%,?,2%,39
O=C(Nc1cccnc1)c1ccc2ccccc2c1O,5%,-8%,-19%,0%,-1%,8%,135
Cn1c(N)c(C(=O)COC(=O)CCCN2C(=O)c3ccccc3C2=O)c(=O)n(C)c1=O,-1%,1%,-10%,1%,1%,1%,-7
O=C(NCc1ccco1)c1cc(S(=O)(=O)N2CCCc3ccccc32)ccc1Cl,-8%,5%,-36%,-1%,2%,?,-67*
CCOc1ccc(NC(=O)C(C)Sc2nnc(C)n2C)cc1 (stereo not drawn),-1%,-2%,3.5µM*,-6%,?,16%,11
COc1ccc(C)cc1N(C(=O)c1ccco1)C(C(=O)NC1CCCC1)c1ccc(N2CCOCC2)cc1 (stereo not drawn),4%,-3%,90%[activator],1%,2%,12%,-4
CN(CC(=O)Nc1ccc(Cl)cc1)C(=O)CCNC(=O)c1ccc(Cl)cc1,5%,nt,85%[activator],-9%,-3%,?,73
CCOCCCN1C(=O)CN(C2CCCCC2)C(=O)C1c1ccc(OC)c(OC)c1 (stereo not drawn),0%,-5%,0%,8%,5%,19%,8
Cc1cc(C(=O)COC(=O)c2ccc(O)cc2O)c(C)n1-c1ccc(OC(F)F)cc1,-1%,nt,-57%,-2%,0%,10µM*,-63*
CCSCCNC(=O)c1cc(-n2cnnc2)ccc1Cl,2%,-1%,-10%,-5%,?,11%,23
Cc1cc(=O)[nH]c(SCC(=O)Nc2nonc2C)n1,3%,-3%,-17%,-5%,1%,-4%,11
Cc1cccnc1C1=NOC(Cc2ccccc2)C(=O)N1Cc1ccc(F)cc1 (stereo not drawn),1%,nt,nt,-4%,nt,nt,-38
Nc1cc(=O)[nH]c(SCC(=O)N2N=C(c3ccc4ccccc4c3)CC2c2ccccc2)n1 (stereo not drawn),0%,6%,-12%,0%,7%,?,-1
CC1(C)NC(=O)N(CC(=O)OCC(=O)Nc2cc(S(=O)(=O)N3CCCCC3)ccc2Cl)C1=O,-21%,2%,-34%,2%,-6%,0%,-19
COc1ccc(-c2csc(NC3=NCCCCC3)n2)cc1,-2%,2%,14%,-4%,-3%,?,?
COc1ccc(C(=O)n2ncc(C#N)c2N)cc1,0%,1%,-12%[11.4 µM],0%,?,14%,13
CC(=O)Nc1ccc(S(=O)(=O)Nc2nnc(C3CCCCC3)s2)cc1,-2%,-1%,-25%,?,-8%,7%,40
Cc1nc(-c2ccc(Cl)cc2)sc1C1(C)CC(c2ccc(OC(F)(F)F)cc2)=NO1 (stereo not drawn),-3%,6%,-16%,5%,7%,1%,-20
CC(C)CC(=O)Nc1ccccc1N1CCCC1,-6%,-1%,-9%,-6%,4%,1%,-78*
Clc1ccc(C(c2ccccc2)c2ncc[nH]2)cc1 (stereo not drawn),7%,-3%,-20%,-2%,?,-8%,-35
COc1nc(Nc2ccccc2F)nc(OC)n1,11%,-6%,-2%,-3%,?,15%,-10
Cc1ccccc1-n1c(SCC(=O)Nc2ccc3c(c2)OCO3)nnc1-c1ccccn1,-4%,2%,-4%,3%,0%,22µM*,20
CCC(CC)C(=O)Nc1ccc2nc(SCC(=O)N3CCCC3)sc2c1,nt,nt,nt,1%,-1%,nt,14
CCCOc1c(OC)cccc1C1CC(=O)Nc2cc(OC)c(OC)c(OC)c21 (stereo not drawn),-2%,-2%,47%,0%,?,12%,151
O=C(CN1C(=O)NC2(CCCCC2)C1=O)NCc1cccs1,-10%,0%,0%,8%,?,21%,-29
CC1(C)CC(=O)C2=C(C1)N(c1ccccc1)C(N)=C(C#N)C2c1cccnc1 (stereo not drawn),-5%,-4%,-8%,5%,-13%,34%[activator],-18
O=C1CCCCCC1C1(O)C(=O)Nc2ccccc21 (stereo not drawn),6%,-3%,-5%,-13%,3%,0%,33
O=C(O)CCSC1CC(=O)N(c2ccccc2)C1=O (stereo not drawn),1%,3%,-1%,-7%,1%,6%,nt
CCc1ccccc1OCC(=O)Nc1cccc(S(=O)(=O)NCc2ccco2)c1,-14%,nt,-17%,4%,?,?,-15
Cc1ccc(C2=NN3C(C2)c2ccccc2OC32C(=O)Nc3ccccc32)cc1 (stereo not drawn),31%[activator],-1%,-52%,-27%,1%,-16%,184
COc1ccccc1OCc1nnc(SCC(=O)NCc2ccco2)n1-c1ccccc1,5%,1%,12%,3%,10%,4%,29
COc1ccccc1OCC(=O)NC1CC(=O)N(c2ccc3c(c2)OCCO3)C1 (stereo not drawn),nt,nt,nt,0%,-1%,nt,-9
Cc1cccn2c(=O)c3cc(C(=O)NCCc4ccccc4)c(=N)n(Cc4ccco4)c3nc12,9%,1%,11%,1%,-11%,?,?
COc1ccccc1-c1nc2n(n1)C(c1ccccc1Cl)C(C(N)=O)=C(C)N2 (stereo not drawn),1%,14%,-1%,2%,2%,12%,43
O=C(Nc1nc(-c2ccc(-c3ccccc3)cc2)cs1)c1cc([N+](=O)[O-])ccc1N1CCOCC1,-1%,6%,-8%,2%,0%,-17%,20
Cc1nc(NC(=O)COC(=O)C2CC2C)c(Cl)cc1Cl (stereo not drawn),-4%,nt,-25%,6%,nt,-4%,-17
CCCCC(=O)NC(N1CCCCC1)C(Cl)(Cl)Cl (stereo not drawn),-18%,1%,-14%,?,1%,0%,34
COc1cccc(C(=O)COC(=O)C2CC(=O)N(c3ccc(Oc4ccccc4OC)cc3)C2)c1 (stereo not drawn),-11%,1%,44%,8%,0%,-4%,17

# The final two entries of the section before come first, to join the parts.
SMILES,AMA1-RON2 inh,LmPK inh,AmpC inh no detg,TbPYK inhibitor,AmpC detergent,HCV inhibitor,HCMV antiviral
CCCCC(=O)NC(N1CCCCC1)C(Cl)(Cl)Cl (stereo not drawn),-18%,1%,-14%,?,1%,0%,34
COc1cccc(C(=O)COC(=O)C2CC(=O)N(c3ccc(Oc4ccccc4OC)cc3)C2)c1 (stereo not drawn),-11%,1%,44%,8%,0%,-4%,17
COc1cccc(NC(=O)C2(C)CCN2C(=O)CCc2ccc(Cl)cc2Cl)c1 (stereo not drawn),5%,nt,nt,2%,nt,nt,-26
CCc1ccc(NC(=O)CN2CCN(Cc3ccccc3)S2(=O)=O)cc1,nt,nt,nt,3%,4%,nt,22
Cc1ccccc1Nc1c(-c2ccncc2)nc2ccc(Cl)cn12,14%,5%,51%,3%&3%,-7%&14%,14%,-61*!
Cc1ccc(C(=O)NCC(=O)Nc2ccc3c(c2)OCCO3)cc1,12%,nt,-10%,-14%,-1%,22%,30
C#CCn1c(S(=O)(=O)Cc2ccc(F)cc2)nc(-c2ccccc2)c1-c1ccccc1,-19%,-3%,-24%,2%,?,?,-97*
CS(=O)(=O)N(CC(=O)Nc1cccc(F)c1)c1cccc([N+](=O)[O-])c1,4%,-2%,-15%,0%,?,1%,0
COc1cc2[nH]c3c(N4CCN(c5ccccn5)CC4)ncnc3c2cc1OC,-9%,3%,49%,-2%,0%,6.3µM*,nt
Cc1cc2n(n1)CCC(=O)N2Cc1ccc(C(=O)Nc2ccc(Br)c(C)c2)cc1,nt,nt,nt,-16%,-5%,nt,-5
c1ccc(Cn2ccc(-c3cnc(-c4ccccc4)s3)n2)cc1,92%[activator],-29%,-16%,0%,4%,?,58
O=C(CNc1ccccc1C(=O)O)c1ccccc1,0%,1%,-44%,-5%,-4%,15%,27
CCOc1cccc2c1OC1(C)CC2NC(=O)N1Cc1ccccc1 (stereo not drawn),7%,0%,-3%,3%,0%,9%,5
COc1ccc(C(=O)OCC(=O)NC(=O)NC2CCCC2)cc1[N+](=O)[O-],-11%,nt,-12%,-1%,nt,5%,-40
CCc1ccc(OCC(=O)NC(NC(=S)Nc2ccc(C)cc2C)C(Cl)(Cl)Cl)cc1 (stereo not drawn),-7%,0%,-28%,1%,2%,?,-64*
COc1ccccc1CNC(=O)CN(CCc1ccccc1)S(C)(=O)=O,15%,4%,11%,2%,7%,0%,28
CCOc1ccc(-n2nc(CO)c(C(=O)NCc3ccccn3)n2)cc1,nt,nt,nt,5%,16%,nt,10
CC(C)N(C(=O)COc1ccc(Br)cc1Cl)C(C)C,4%,3%,8%,5%,?,11%,-22
CN1CCN(S(=O)(=O)c2ccc(N(C)Cc3c(F)cccc3Cl)nc2)CC1,-15%,nt,3%,-5%,nt,-3%,-21
CCSP1(=S)N=C(N2CCOCC2)C(C#N)=C2CCCN21 (stereo not drawn),7%,3%,12%,1%,3%,-14%,-4
CCCCOC(=O)C1=C(C)Nc2ncnn2C1c1ccc(OC)c(OC)c1OC (stereo not drawn),-5%,1%,46%,-11%,1%,4%,-13
COc1ccc(-n2ncc3c2CC(C)(C)CC3NC(=O)CCc2c(C)nn(C)c2C)cc1 (stereo not drawn),-9%,8%,34%,2%,?,-10%,-35
C#CCOCCOCCOCCNc1nc(N2CCN(C(=O)[C@H]([C@@H](C)CC)n3cc([C@@H](N)Cc4ccc(O)cc4)nn3)CC2)nc(N2CCN(C(=O)[C@H](CCCCN)n3cc([C@@H](N)C(C)CC)nn3)CC2)n1 (stereo partly drawn),20%,9%,227%[activator],-1%,8%,22%,nt
CC(C)Oc1ccc(C(CC(=O)NCCCN(C)C)c2ccc(F)cc2)cc1 (stereo not drawn),-5%[2.32 µM],-4%,35%,-39%,2%,?,?
